From PubChem
TcdB inh: blocks C. difficile toxin B glycohydrolase activity; AID 652162; P18177; TcdB glycohydrolase enzymatic assay, plate reader; inhibition, % at 9.99 µM; 350,000 tested, 0.24% active; in the data active means inhibition above about 10%
* = called active by the depositor. The list is partial. The share of hits here may be higher or lower than overall.

#	Molecule	TcdB inh
1	C[C@H]1CN([C@@H](C)CO)C(=O)c2cc(NS(=O)(=O)c3ccc(Cl)cc3)ccc2O[C@@H]1CN(C)S(=O)(=O)c1cn(C)cn1	0.0
2	Cc1noc(C)c1NC(=O)N(C)C[C@@H]1Oc2ccc(NS(=O)(=O)c3ccccc3)cc2CC(=O)N([C@H](C)CO)C[C@H]1C	-0.1
3	C[C@H]1CN([C@@H](C)CO)C(=O)c2cc(C#Cc3ccccn3)cnc2O[C@@H]1CN(C)Cc1ccncc1	0.5
4	C[C@@H]1CN([C@H](C)CO)C(=O)Cc2cc(NS(C)(=O)=O)ccc2O[C@@H]1CN(C)Cc1ccc(C(=O)Nc2ccccc2N)cc1	-0.6
5	COc1ccc(NC(=O)Nc2ccc3c(c2)C(=O)N([C@@H](C)CO)C[C@@H](C)[C@H](CN(C)C(=O)Nc2ccccc2)O3)cc1	-0.2
6	C[C@@H]1CN([C@@H](C)CO)C(=O)c2cc(NC(=O)Nc3ccc(C(F)(F)F)cc3)ccc2O[C@H]1CN(C)Cc1ccncc1	0.4
7	COc1cccc(C#Cc2ccc([C@H]3[C@@H](CO)N4C(=O)CN(C(=O)Cc5cccnc5)C[C@H]34)cc2)c1	0.2
8	O=C(C1CCOCC1)N1C[C@H]2[C@@H](c3ccccc31)[C@H](CO)N2C(=O)Cc1ccccc1	0.6
9	O=C(C[C@@H]1C[C@@H]2c3cc(NC(=O)c4ccc5c(c4)OCO5)ccc3O[C@@H]2[C@H](CO)O1)NCc1ccc(Cl)cc1	0.2
10	CCCC(=O)Nc1ccc2c(c1)OC[C@@H](C)N(C(=O)CC1CC1)C[C@H](C)[C@H](OC)CN(C)C2=O	-1.3
11	COc1ccc(NC(=O)N(C)C[C@@H]2Oc3c(NC(=O)Nc4cccc5ccccc45)cccc3C(=O)N([C@H](C)CO)C[C@@H]2C)cc1	-0.1
12	C[C@H](CO)N1C[C@H](C)[C@H](CN(C)S(=O)(=O)c2ccc(Cl)cc2)Oc2ccc(NS(=O)(=O)c3ccc(Cl)cc3)cc2CC1=O	-5.0
13	C[C@@H]1CN([C@H](C)CO)C(=O)c2cc(NC(=O)CCC(F)(F)F)ccc2O[C@@H](C)CCCCO[C@@H]1CN(C)S(C)(=O)=O	0.1
14	O=C(CCN1CCCCC1)N[C@H]1CC[C@@H](CCNC(=O)c2cc(Cl)cc(Cl)c2)O[C@@H]1CO	0.3
15	C[C@@H]1CN([C@@H](C)CO)C(=O)c2cccc(NS(C)(=O)=O)c2O[C@@H]1CN(C)C(=O)Nc1ccccc1	0.2
16	O=C(CC1CC1)N1CC(=O)N2[C@H](CO)[C@@H](c3ccc(C#Cc4ccccc4)cc3)[C@@H]2C1	0.3
17	CN1C(=O)c2cc(NC(=O)Cc3cccs3)ccc2OC[C@H]2O[C@H](CC(=O)NCC3CC3)CC[C@@H]21	0.3
18	CS(=O)(=O)N1C[C@H](O)COC[C@@H]2O[C@@H](CC(=O)NCCc3ccncc3)CC[C@H]21	0.4
19	C/C=C/c1ccc([C@@H]2[C@@H](CO)N3CCCCN(S(=O)(=O)c4cccc(C)c4)C[C@@H]23)cc1	0.3
20	COCC(=O)Nc1ccc2c(c1)OC[C@@H](C)N(Cc1ccccc1)C[C@H](C)[C@@H](OC)CN(C)C2=O	0.9
21	O=C(C[C@H]1C[C@@H]2c3cc(NC(=O)Nc4ccccc4)ccc3O[C@@H]2[C@H](CO)O1)NCC1CC1	-1.2
22	C[C@@H]1CN([C@@H](C)CO)C(=O)c2cc(/C=C/c3ccccc3)cnc2O[C@H]1CN(C)C(=O)C1CCCCC1	-0.1
23	C[C@H](CO)N1C[C@H](C)[C@H](CN(C)Cc2ccc(C(F)(F)F)cc2)Oc2c(NS(=O)(=O)c3ccc(Cl)cc3)cccc2C1=O	1.1
24	C[C@@H]1CCCCO[C@H](CN(C)C(=O)CCCN(C)C)[C@@H](C)CN([C@H](C)CO)C(=O)c2cc(NC(=O)Cc3ccccc3)ccc2O1	-1.4
25	CCS(=O)(=O)Nc1ccc2c(c1)C(=O)N(C)C[C@@H](OC)[C@H](C)CN(C(C)=O)[C@@H](C)CO2	0.9
26	C[C@@H]1CN([C@@H](C)CO)C(=O)c2cc(C#CC3(O)CCCC3)cnc2O[C@@H]1CN(C)C(=O)CN(C)C	-0.2
27	CO[C@H]1CN(C)C(=O)c2cc(NC(=O)NC(C)C)ccc2OC[C@@H](C)N(CC2CC2)C[C@@H]1C	-0.1
28	O=C(C[C@H]1C[C@H]2c3cc(NC(=O)Nc4ccccc4)ccc3O[C@H]2[C@H](CO)O1)NCC1CC1	-0.4
29	CC(C)C#Cc1ccc2c(c1)O[C@@H](CN(C)C(=O)c1cccnc1)[C@@H](C)CN([C@@H](C)CO)S2(=O)=O	-0.5
30	CN(C)CC(=O)N[C@@H]1CC[C@@H](CCNC(=O)Nc2ccc(C(F)(F)F)cc2)O[C@@H]1CO	1.1
31	CO[C@@H]1CN(C)C(=O)c2cc(NC(=O)c3cnccn3)ccc2OC[C@H](C)N(C(=O)C2CC2)C[C@H]1C	0.9
32	CN1C(=O)c2cc(NC(=O)c3cccc(F)c3)ccc2OC[C@@H]2O[C@@H](CC(=O)NCC3CCCCC3)CC[C@@H]21	10*

Part of the list above, with each value named:
27) CO[C@H]1CN(C)C(=O)c2cc(NC(=O)NC(C)C)ccc2OC[C@@H](C)N(CC2CC2)C[C@@H]1C
  TcdB inh: -0.1
31) CO[C@@H]1CN(C)C(=O)c2cc(NC(=O)c3cnccn3)ccc2OC[C@H](C)N(C(=O)C2CC2)C[C@H]1C
  TcdB inh: 0.9
28) O=C(C[C@H]1C[C@H]2c3cc(NC(=O)Nc4ccccc4)ccc3O[C@H]2[C@H](CO)O1)NCC1CC1
  TcdB inh: -0.4
32) CN1C(=O)c2cc(NC(=O)c3cccc(F)c3)ccc2OC[C@@H]2O[C@@H](CC(=O)NCC3CCCCC3)CC[C@@H]21
  TcdB inh: 10*

(next part)
#	Molecule	TcdB inh
33	CCCN(C)C[C@@H]1OCCCC[C@@H](C)Oc2ccc(NC(=O)Nc3ccccc3)cc2C(=O)N([C@H](C)CO)C[C@@H]1C	0.3
34	COc1ccc(CN(C)C[C@H]2Oc3ccc(NC(=O)CCCCCC(=O)Nc4ccccc4N)cc3CC(=O)N([C@H](C)CO)C[C@H]2C)cc1	0.0
35	COc1cccc(NC(=O)N[C@@H]2CC[C@@H](CC(=O)Nc3ccc(-c4ccccc4)cc3)O[C@H]2CO)c1	-1.1
36	CCCNC(=O)N1[C@H](CO)[C@H](c2ccccc2)[C@@H]1CNC(C)=O	-1.8
37	C[C@@H]1CN([C@@H](C)CO)C(=O)c2cc(-c3cccc(F)c3)cnc2O[C@@H]1CN(C)S(=O)(=O)c1cccc(F)c1	1.7
38	Cc1ccc(-c2cnc3c(c2)C(=O)N([C@H](C)CO)C[C@@H](C)[C@H](CN(C)C(=O)c2cccc(F)c2)O3)cc1	1.0
39	COc1ccc(S(=O)(=O)Nc2cccc3c2O[C@@H](CN(C)C(=O)Nc2c(C)noc2C)[C@@H](C)CN([C@H](C)CO)C3=O)cc1	0.1
40	COc1ccc(NC(=O)N(C)C[C@H]2Oc3cc(C#CCN(C)C)ccc3S(=O)(=O)N([C@H](C)CO)C[C@@H]2C)cc1	0.7
41	O=C(N[C@H]1CC[C@H](CCn2cc(-c3ccccn3)nn2)O[C@H]1CO)c1ccc(F)cc1	-9.1
42	COc1cccc(CNC(=O)C[C@@H]2CC[C@H](NC(=O)C3CCOCC3)[C@H](CO)O2)c1	0.3
43	O=C(C[C@H]1CC[C@H]2NC[C@@H](O)COC[C@@H]2O1)NCc1ccc(Oc2ccccc2)cc1	0.4
44	CCCNC(=O)N(C)C[C@H]1Oc2ncc(C#C[C@@H](C)O)cc2C(=O)N([C@H](C)CO)C[C@H]1C	-0.7
45	C[C@H]1CCCCO[C@H](CN(C)C(=O)Nc2cccc3ccccc23)[C@@H](C)CN([C@@H](C)CO)C(=O)c2cc(NC(=O)NC3CCCCC3)ccc2O1	0.2
46	O=C(Nc1cccc(F)c1)N1CC(=O)N2[C@H](C1)[C@H](c1ccc(C#CCC3CCCC3)cc1)[C@@H]2CO	-6.0
47	COCC(=O)Nc1ccc2c(c1)[C@H]1C[C@@H](CC(=O)N(C)C)O[C@@H](CO)[C@H]1O2	0.0
48	COc1ccc(S(=O)(=O)Nc2ccc3c(c2)C(=O)N([C@H](C)CO)C[C@@H](C)[C@@H](CN(C)S(=O)(=O)c2cn(C)cn2)OCCCC[C@H](C)O3)cc1	0.8
49	O=C(C[C@@H]1C[C@@H]2c3cc(NC(=O)NC4CCCC4)ccc3O[C@@H]2[C@H](CO)O1)NCc1cccc(F)c1	-0.7
50	O=C(C[C@@H]1C=C[C@@H](NC(=O)C2CC2)[C@@H](CO)O1)Nc1nccs1	-0.2
51	COCC(=O)N1C[C@@H](C)[C@H](OC)CN(C)C(=O)c2ccc(NC(=O)NC(C)C)cc2OC[C@H]1C	0.0
52	C[C@H]1CN([C@@H](C)CO)C(=O)c2cccc(NC(=O)C3CC3)c2O[C@@H]1CN(C)C(=O)NC1CCCCC1	-3.0
53	CCCC(=O)N1CC2(CN(C(=O)NC(C)C)C2)c2c([nH]c3cc(OC)ccc23)[C@@H]1CO	-0.3
54	C[C@@H]1CN([C@@H](C)CO)C(=O)c2cc(NC(=O)CCC(F)(F)F)ccc2O[C@@H](C)CCCCO[C@H]1CN(C)C(=O)Nc1ccccc1	0.0
55	C[C@@H]1CN([C@@H](C)CO)C(=O)c2cc(-c3ccc(F)cc3)cnc2O[C@@H]1CN(C)Cc1ccc(C(=O)O)cc1	-1.7
56	COCC(=O)Nc1ccc2c(c1)OC[C@H](C)N(Cc1ccccn1)C[C@H](C)[C@@H](OC)CN(C)C2=O	0.1
57	C[C@@H]1CN([C@@H](C)CO)C(=O)c2cc(C3=CCCCC3)cnc2O[C@@H]1CN(C)Cc1cccc(F)c1	0.3
58	COc1ccc(S(=O)(=O)Nc2ccc3c(c2)C(=O)N([C@@H](C)CO)C[C@@H](C)[C@H](CN(C)C)OCCCC[C@@H](C)O3)cc1	0.8
59	Cc1noc(C)c1NC(=O)Nc1ccc2c(c1)C(=O)N([C@H](C)CO)C[C@@H](C)[C@@H](CN(C)Cc1ccc3c(c1)OCO3)O2	-0.1
60	C[C@H]1CN([C@@H](C)CO)C(=O)c2cc(NC(=O)Cn3cnnn3)ccc2O[C@H]1CN(C)Cc1ccc2c(c1)OCO2	0.8
61	C[C@@H]1CN([C@@H](C)CO)S(=O)(=O)c2ccc(C#CC3(O)CCCC3)cc2O[C@H]1CN(C)C(=O)Nc1ccc(F)cc1	0.4
62	O=C(C[C@H]1CC[C@H](NS(=O)(=O)c2ccc(F)cc2)[C@H](CO)O1)N1CCN(c2ccccc2)CC1	-0.7
63	COc1ccc(S(=O)(=O)N(C)C[C@H]2Oc3c(NC(=O)CCCCCC(=O)Nc4ccccc4N)cccc3C(=O)N([C@@H](C)CO)C[C@@H]2C)cc1	-0.2
64	C[C@H](CO)N1C[C@H](C)[C@@H](CN(C)C(=O)C2CCCCC2)Oc2ncc(C#Cc3cccc(F)c3)cc2C1=O	0.0
65	C[C@@H]1CCCCO[C@@H](CN(C)C(=O)c2ccncc2)[C@H](C)CN([C@@H](C)CO)C(=O)c2cc(NS(=O)(=O)c3ccccc3)ccc2O1	0.6
66	CCS(=O)(=O)Nc1ccc2c(c1)C(=O)N(C)[C@@H]1CC[C@H](CC(=O)N[C@H]3CCN(Cc4ccccc4)C3)O[C@H]1CO2	0.5
67	COc1ccccc1-c1ccc([C@H]2[C@@H](CO)N[C@@H]2CNC(=O)C2CCCC2)cc1	-2.2
68	CCC(=O)N(C)C[C@H]1Oc2cc(C#CC(C)C)ccc2S(=O)(=O)N([C@H](C)CO)C[C@@H]1C	1.6
69	C[C@@H]1CN([C@H](C)CO)C(=O)c2cccc(NC(=O)C3CCCCC3)c2O[C@H]1CN(C)Cc1ccc(Cl)c(Cl)c1	-0.7
70	C[C@H](CO)N1C[C@H](C)[C@H](CN(C)S(=O)(=O)c2cccs2)Oc2c(NS(=O)(=O)c3cccs3)cccc2C1=O	1.3
71	C[C@@H]1CN([C@@H](C)CO)C(=O)c2cc(C#CC3(O)CCCC3)cnc2O[C@@H]1CN(C)C(=O)C1CCCCC1	-0.1
72	COc1ccc(S(=O)(=O)N(C)C[C@H]2OCCCC[C@@H](C)Oc3ccc(NC(=O)NC(C)C)cc3C(=O)N([C@@H](C)CO)C[C@H]2C)cc1	-4.1

An excerpt from above in order of formula weight, rising:
#	Molecule	TcdB inh
30	CN(C)CC(=O)N[C@@H]1CC[C@@H](CCNC(=O)Nc2ccc(C(F)(F)F)cc2)O[C@@H]1CO	1.1
54	C[C@@H]1CN([C@@H](C)CO)C(=O)c2cc(NC(=O)CCC(F)(F)F)ccc2O[C@@H](C)CCCCO[C@H]1CN(C)C(=O)Nc1ccccc1	0.0
48	COc1ccc(S(=O)(=O)Nc2ccc3c(c2)C(=O)N([C@H](C)CO)C[C@@H](C)[C@@H](CN(C)S(=O)(=O)c2cn(C)cn2)OCCCC[C@H](C)O3)cc1	0.8

(continued)
#	Molecule	TcdB inh
73	COc1ccccc1C(=O)Nc1ccc2c(c1)C(=O)N(C)[C@H]1CC[C@H](CC(=O)Nc3cccc(C(C)C)c3)O[C@@H]1CO2	-0.1
74	CN(C)C(=O)C[C@H]1CC[C@@H]2[C@H](COc3ccc(NC(=O)c4ccc(F)cc4)cc3C(=O)N2C)O1	2.3
75	COc1ccc(C#Cc2ccc3c(c2)[C@]2(C(=O)N3)[C@H](c3ccc(O)cc3)N3[C@H](c4ccccc4)[C@H](c4ccccc4)OC(=O)[C@H]3[C@@H]2C(=O)N2CCCCCCC2)cc1	-0.8
76	C[C@H]1CN([C@@H](C)CO)C(=O)c2cccc(NC(=O)c3nc4ccccc4s3)c2O[C@@H]1CN(C)Cc1ccc(C(=O)Nc2ccccc2N)cc1	-0.8
77	CC(C)(C)[S@@](=O)N1Cc2cc(C(=O)N3CCCCC3)nc(-c3cccc(-c4ccccc4F)c3)c2[C@H]1CCO	0.5
78	CNC[C@H]1Oc2ccc(NS(=O)(=O)c3cn(C)cn3)cc2C(=O)N([C@@H](C)CO)C[C@@H]1C	-0.3
79	O=C(Nc1ccc(Cl)cc1)N[C@@H]1CC[C@H](CCNC(=O)c2ccccc2F)O[C@H]1CO	1.1
